CHO-K1 Ca ag: M1 agonist counterscreen hit in parental CHO-K1 cells. AID 602248. Fluo-8 calcium fluorescence; scaled to maximal ATP response, vehicle zero. 0.48% of 360,000 active. activation, % at 3 µM; in the data active = activation above about 15%;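 also: untransfected CHO-K1 host cells lacking M1 receptor as counterscreen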
CHRM4 agonist: agonists of human muscarinic M4 receptor (CHRM4); activation, % at 3 µM; CHO-K1 hM4/Gqi5, Fluo-8 calcium fluorescence; vehicle 0%, full acetylcholine response 100%; 0.14% of 360,000 active; P08173; AID 624127;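 active = activation above the run mean over all test wells plus 3 SD, cut at about 32% in these data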;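 also: peak over basal fluorescence ratio per well then scaled between controls; 0% = DMSO wells and 100% = acetylcholine at EC100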
CHO-K1 Ca antag: counter-screen for M1 antagonists: effect in parental CHO-K1 cells; 0.6% of 360,000 active; ATP-induced calcium, Fluo-8 fluorescence; inhibition, % at 3 µM; AID 602250;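 active = inhibition above a per-plate cutoff, the plate's mean sample inhibition plus 3 SD, cut at about 24% in these data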;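 also: 0% = DMSO plus EC80 ATP and 100% = DMSO alone without ATP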
OXTR potentiator: potentiates the human oxytocin receptor response | P30559 | CHO-OTR cells, Fluo-8 calcium fluorescence, potentiator mode; 0% = oxytocin EC15, 100% = EC100 | activation, % at 3 µM | 0.061% of 320,000 active;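 active = activation above that plate's cutoff, the mean activation of tested compounds plus 3 SD, cut at about 6.6% in these data, passing the limit was not always enough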;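 also: 100% uses oxytocin at 75 nM as the full agonist control; some results filed as inactive read as strong as hits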
Target sequence (P30559 whole entry, looked up): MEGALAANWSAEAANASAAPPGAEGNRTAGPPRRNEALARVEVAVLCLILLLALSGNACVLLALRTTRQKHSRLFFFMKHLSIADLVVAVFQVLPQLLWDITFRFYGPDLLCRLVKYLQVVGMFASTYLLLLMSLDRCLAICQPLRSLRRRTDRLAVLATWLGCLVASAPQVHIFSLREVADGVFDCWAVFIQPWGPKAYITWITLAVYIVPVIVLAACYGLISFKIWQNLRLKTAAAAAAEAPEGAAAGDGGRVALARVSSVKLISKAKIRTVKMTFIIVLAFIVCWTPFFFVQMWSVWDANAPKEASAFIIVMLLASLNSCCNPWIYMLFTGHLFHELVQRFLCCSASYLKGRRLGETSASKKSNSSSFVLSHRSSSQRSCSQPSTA
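Assay system: CHO-OTR cells, human receptor / Also added: oxytocin at about EC15, sub-maximal agonist stimulus / Dosing: single dose, 3.0 µM nominal final compound concentration / Incubation: 6 min pre-incubation, 100 s read / Technique: Fluo-8 calcium dye fluorescence / Read-out: % activation vs EC15 and EC100 oxytocin / Benchmarks: EC15 oxytocin low, 75 nM oxytocin high / Replicates: singlicate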
CHRM1 PAM: human CHRM1 positive allosteric modulation; P11229; CHO-K1 hM1, Fluo-8 calcium fluorescence, ACh EC20; 0% = ACh EC20, 100% = maximal ACh; activation, % at 3 µM; 0.088% of 360,000 active; AID 588819; in the data active = activation above about 19%, passing the limit was not always enough
Target sequence (P11229 whole entry, looked up): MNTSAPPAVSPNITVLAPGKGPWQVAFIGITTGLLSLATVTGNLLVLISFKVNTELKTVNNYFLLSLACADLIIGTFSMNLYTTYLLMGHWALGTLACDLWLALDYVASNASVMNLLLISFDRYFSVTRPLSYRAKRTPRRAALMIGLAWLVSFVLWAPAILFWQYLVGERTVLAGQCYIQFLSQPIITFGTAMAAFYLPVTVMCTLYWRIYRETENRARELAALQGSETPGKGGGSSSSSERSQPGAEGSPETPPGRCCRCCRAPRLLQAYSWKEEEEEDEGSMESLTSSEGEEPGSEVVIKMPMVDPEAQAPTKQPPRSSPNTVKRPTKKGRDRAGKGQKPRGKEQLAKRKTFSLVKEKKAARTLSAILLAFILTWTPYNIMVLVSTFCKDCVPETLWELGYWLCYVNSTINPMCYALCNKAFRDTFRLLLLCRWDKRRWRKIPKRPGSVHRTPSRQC
CHO parental Ca: signal in parental CHO cells, OX1R antagonist counter-screen; parental CHO-K1, ATP-induced calcium, Fluo-8 fluorescence; inhibition, % at 5.6 µM; 0.63% of 330,000 active; AID 463079;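 active = inhibition above that plate's mean sample inhibition plus 3 SD, cut at about 26% in these data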;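 also: 0% = ATP-challenged DMSO wells and 100% = DMSO wells without ATP; some compounds past the cut are filed as inactive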
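Measured by: calcium-sensitive Fluo-8 fluorescence / Test system: CHO parental line / Controls: ATP-challenged DMSO wells low, unchallenged DMSO wells high / Measure: % inhibition / Compound: single nominal dose of 5.6 µM per compound / Replicates: single well per compound, no replicates / Reagent: ATP as calcium-mobilizing challenge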
CHRM1 agonist: agonists of human M1 muscarinic receptor | CHO-K1 hM1, Fluo-8 calcium fluorescence, agonist mode; 0% DMSO, 100% acetylcholine EC100 | activation, % at 3 µM | 0.33% of 360,000 active;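 active = activation above the run's mean compound activation plus 3 SD, cut at about 16% in these data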;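 also: peak over basal fluorescence ratio within a 140 s kinetic read after compound addition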
CHRM4 antagonist: antagonists of human muscarinic M4 receptor (CHRM4) | inhibition, % at 3 µM | P08173 | CHO-hM4 cells, ACh EC80, Fluo-8 calcium fluorescence | 0.73% of 360,000 active;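 active = inhibition above its plate's cutoff, the mean inhibition of sample wells plus 3 SD, cut at about 27% in these data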;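 also: 0% = acetylcholine EC80 with DMSO and 100% = DMSO without agonist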
M1 antag: antagonists of human M1 muscarinic receptor | P11229 | CHO-K1 hM1, Fluo-8 calcium fluorescence, ACh EC80 antagonist | inhibition, % at 3 µM | 1.3% of 360,000 active;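 active = percent inhibition above its own plate's cutoff, namely the mean of that plate's compound wells plus 3 SD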;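 also: peak over basal fluorescence ratio during 140 s after agonist addition; 0% = ACh EC80 plus DMSO and 100% = DMSO alone without agonist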
Starred values were filed as active, the others as inactive; . = not tested or not shown. Outcome played no part in choosing rows (roughly 2.9% active in at least one column).

SMILES	CHO-K1 Ca ag	CHRM4 agonist	CHO-K1 Ca antag	OXTR potentiator	CHRM1 PAM	CHO parental Ca	CHRM1 agonist	CHRM4 antagonist	M1 antag
Cc1cccc(C)c1NC(=O)C1c2ccccc2OCC(=O)N1CCCN1CCOCC1 (stereo not given)	1.5	1	-28	.	.	.	.	-4	.
O=[N+]([O-])c1cccnc1Sc1ccc(Br)cc1	-0.4	-2	-15	-6	-5	5	-7	-3	2
COCCCNC(=O)CCCn1c(=O)[nH]c2ccccc2c1=O	0.2	0	-16	-8	6	9	-3	-2	-7
O=C(Cn1ccnc1)c1ccc(Cl)cc1	0.3	1	12	-3	3	1	-4	1	15
Cc1cccc(C)c1N(CC(=O)NCc1ccc(F)cc1)C(=O)c1csnn1	0.8	4	-8	-6	8	-19	-4	-14	-6
COc1ccc(CCC(=O)Nc2ccc(S(=O)(=O)NC3=NCCCCC3)cc2)cc1	1.1	2	-24	.	9	.	-3	5	-15
COC(=O)c1nnn(-c2nonc2N)c1CSc1nc2ccccc2o1	2.8	2	-15	-16	-10	-2	-5	-7	10
CNC(=S)N(CCc1ccccc1)Cc1cc2cc(OC)c(OC)cc2[nH]c1=O	1.7	4	-11	-3	14	11	-7	2	1
O=C(CSc1nnc(-c2ccccc2)n1Cc1ccccc1)N1CCCC1	0.4	0	-14	1	5	-20	-3	2	-2
COc1ccc(-c2csc(N(CCc3ccc(OC)c(OC)c3)C(=O)COc3ccccc3)n2)cc1	1.6	0	2	-13	-2	3	-3	4	-1
CCC(C)[C@H](NC(=O)NCc1ccc(S(N)(=O)=O)cc1)C(=O)O (stereo not given in full)	-0.2	0	-14	-3	10	-1	2	1	-31
CC(C)(C)OC(=O)NC1CCN(S(=O)(=O)c2ccc3c(c2)OCCO3)CC1	2.7	4	-7	-18	4	1	-1	-7	-9
Cc1ccc2c(C)c(C(=O)NCC3CCOCC3)oc2c1C	1.2	3	-9	.	1	.	-3	-2	-12
CN(C1CCCCC1)C(CNS(=O)(=O)c1ccc(Cl)cc1)c1ccccc1 (stereo not given)	0.0	0	-9	10	-4	-15	-5	-3	3
Cc1ccc(N(CC(=O)NC2CC2)S(=O)(=O)c2ccccc2)c(C)c1	0.0	1	-14	-2	8	-6	-3	5	-12
CC(=O)c1ccc(NC(=O)Cc2cccs2)cc1	1.0	1	-4	-11	14	1	1	-6	-14
COc1ccc2oc(C(=O)OC(C)C(=O)N(C)c3ccccc3)c(C)c2c1 (stereo not given)	1.1	2	-6	-8	1	2	-6	-3	-5
CCOc1ccc(NC(=O)c2c(NC(=O)CN3CCCC3)sc3c2CCC3)cc1	1.3	0	-8	-5	3	-19	-2	-4	4
Cc1ccc(S(=O)(=O)N2CC(=O)Nc3ccccc32)c(C)c1NS(C)(=O)=O	1.0	1	-13	7	3	-22	-3	-9	-4
COc1ccccc1-c1nnc(SC2CCc3ccccc3NC2=O)s1 (stereo not given)	0.7	2	6	-18	-3	-5	-7	8	-2
Cn1nnc2cc(C(=O)N3CCCCCC3)ccc21	2.1	0	-3	-4	7	-3	-3	13	-5
O=C(Nc1ccccc1)Nc1nnc(-c2ccccc2)s1	4.6	18	-8	-3	0	-28	0	-4	9
COc1ccc(S(=O)(=O)N(c2onc(C)c2Cl)S(=O)(=O)c2ccc(OC)c(OC)c2)cc1OC	1.1	0	-1	-7	10	4	-2	-6	-11
CC1CCCC(NC(=O)COC(=O)[C@@H](NC(=O)c2ccccc2Cl)C(C)C)C1C (stereo not given in full)	-0.5	4	-13	-4	5	-16	-2	-8	-6
COc1ccc(CCCNC(=O)C2(C)Cc3c(-c4ccc(C(N)=O)cc4)ccnc3O2)cc1 (stereo not given)	4.5	18	15	.	-3	.	7	-5	-3

Next section (2 carried over from the part before).
SMILES	CHO-K1 Ca ag	CHRM4 agonist	CHO-K1 Ca antag	OXTR potentiator	CHRM1 PAM	CHO parental Ca	CHRM1 agonist	CHRM4 antagonist	M1 antag
CC1CCCC(NC(=O)COC(=O)[C@@H](NC(=O)c2ccccc2Cl)C(C)C)C1C (stereo not given in full)	-0.5	4	-13	-4	5	-16	-2	-8	-6
COc1ccc(CCCNC(=O)C2(C)Cc3c(-c4ccc(C(N)=O)cc4)ccnc3O2)cc1 (stereo not given)	4.5	18	15	.	-3	.	7	-5	-3
CCNS(=O)(=O)c1ccc2c3c(cccc13)C(=O)N2	0.3	2	-10	6	7	-6	-4	15	-6
CC1CCc2c(sc(NC(=O)c3ccc(N4C(=O)CCC4=O)cc3)c2C(N)=O)C1 (stereo not given)	0.2	1	-17	-11	12	-18	-2	2	-12
COc1ccc(C=CC(=O)c2ccc3cc(OC)c(OC)cc3c2)cc1OC	5.8	17	-7	.	-6	.	-1	-8	8
Cc1ccc(S(=O)(=O)c2nc(-c3ccccc3)oc2N2CCCC2)cc1	0.2	0	-14	-5	13	7	-4	-6	-10
Cc1nn(-c2ccccc2)c2c1cc1c(=O)n(C)c(=O)nc-1n2-c1ccccc1F	-0.1	0	-8	-6	0	-6	-4	12	2
Cn1c(=O)c2c(ncn2CCCC(=N)N2CCOCC2)n(C)c1=O	13	17	-1	-18	-1	12	-4	2	12
COc1ccc(NC(=O)c2cc(C)on2)cc1OC	0.1	2	-24	-6	2	4	-3	6	-5
CC(C)N1CCC(N2CCN(C3CCCC3)CC2CCO)CC1 (stereo not given)	3.6	16	3	-2	-17	-13	-8	0	17
CC1CN(C(=O)CCc2cc(C(C)(C)C)c(O)c(C(C)(C)C)c2)CC(C)O1 (stereo not given)	3.0	-1	27*	9	-6	-23	-2	8	18
Cc1onc(C(=O)N2C(C)CCCC2C)c1[N+](=O)[O-] (stereo not given)	-0.2	2	-7	1	-2	5	-9	18	-8
CCCCN(Cc1ccc(C(=O)N[C@H](C(=O)O)C(C)C)cc1)C(=O)C(c1ccccc1)c1ccccc1	0.7	3	-5	1	3	-9	-2	-1	0
CN(C)N=C1c2cc(S(=O)(=O)N(C)C)ccc2-c2ccc(S(=O)(=O)N(C)C)cc21	1.6	1	-15	-3	1	-17	-2	-9	-1
COc1nn(-c2ccccc2)c(=O)c(Cl)c1Cl	0.0	-2	-1	-1	1	8	-5	2	-11
CCCn1c(SCC(=O)c2ccc3c(c2)OCCO3)nc2c1c(=O)n(C)c(=O)n2C	0.3	1	-5	.	-2	.	-4	1	5
Cc1nc(SCC(=O)CC(=O)OC(C)C)c(C#N)c(C)c1C	0.3	0	16	10	0	-12	-4	4	7
Cc1ccccc1N1CCN(S(=O)(=O)CC23CCC(CC2=O)C3(C)C)CC1 (stereo not given)	0.9	2	-6	-19	-2	-9	-5	-1	0
O=C(COC(=O)c1cccs1)NCCC1=CCCCC1	1.8	0	-5	-5	10	-11	-9	6	-6
c1ccc2c(c1)[nH]c1c(N3CCOCC3)ncnc12	5.0	13	-1	-6	-6	4	-2	2	6
O=C(NCc1ccco1)c1cc2cc3ccc(Cl)cc3nc2o1	0.2	3	1	-14	8	29	0	-10	-9
CC1CC(C)CN(C(=O)COC(=O)CCC(=O)c2cccs2)C1 (stereo not given)	0.6	1	-7	-6	11	-9	0	-7	-13
CCOC(=O)N1CCN(C(=O)CSc2nc(CC)nc3c2c(=O)n(C)c(=O)n3C)CC1	1.4	2	-10	0	7	-9	-2	2	-5
Cc1ccc2c(c1)nnn2C1CCN(S(=O)(=O)c2ccc(C(=O)N(C)C)cc2)CC1	1.4	5	-8	-15	5	1	0	4	-2
Cc1ccc(C(C(=O)NC2CCCCC2)N(C(=O)Cc2c[nH]c3ccccc23)c2ccccc2)o1 (stereo not given)	0.9	-3	-10	-20	3	-44	-7	-13	-12
Cc1ccc(-c2cc(C(=O)Nc3cccnc3)c3ccccc3n2)s1	4.2	10	-11	-1	0	-7	5	-6	3
CN(C)S(=O)(=O)c1ccc(N2CCCC2)c(C(=O)Nc2nc(-c3ccc(F)cc3)cs2)c1	-0.2	1	1	-3	-10	-3	-8	-5	11

2 successive entries already listed, for reference:
SMILES	CHO-K1 Ca ag	CHRM4 agonist	CHO-K1 Ca antag	OXTR potentiator	CHRM1 PAM	CHO parental Ca	CHRM1 agonist	CHRM4 antagonist	M1 antag
CCNS(=O)(=O)c1ccc2c3c(cccc13)C(=O)N2	0.3	2	-10	6	7	-6	-4	15	-6
CC1CCc2c(sc(NC(=O)c3ccc(N4C(=O)CCC4=O)cc3)c2C(N)=O)C1 (stereo not given)	0.2	1	-17	-11	12	-18	-2	2	-12

Following part.
SMILES	CHO-K1 Ca ag	CHRM4 agonist	CHO-K1 Ca antag	OXTR potentiator	CHRM1 PAM	CHO parental Ca	CHRM1 agonist	CHRM4 antagonist	M1 antag
CCCCOc1ccc(C(=O)N(Cc2ccccc2)C2CCS(=O)(=O)C2)cc1 (stereo not given)	1.0	1	-1	-6	5	-12	-3	-2	-1
COc1cccc(NC(=O)Cn2cnc3sc(C)c(S(=O)(=O)N4CCCCC4)c3c2=O)c1	2.0	5	-22	-14	-2	-12	-4	11	4
C=C1C(=O)C23CCC4C(C)(C(=O)OC)CCCC4(C)C2CCC1(O)C3 (stereo not given)	3.5	5	7	.	3	.	-1	21	-1
Cc1ccnc(NC(=O)CCC(=O)N(CC(=O)NC(C)(C)C)C2CCCC2)c1	0.2	1	-1	-3	2	-14	-3	0	-20
CCc1nc2ccc(C(=O)NCCCn3ccnc3)cn2c1N(C)CCCc1ccccc1	2.5	5	-1	.	-26	.	-7	27*	44*
CC(=C/c1ccc(C(C)C)cc1)/C=N/NC(=O)CSc1ccccn1	-0.1	0	-5	-5	-4	-11	-8	-4	0
COc1cc(NC(=O)CN2C(=O)COc3ccc(S(=O)(=O)N4CCOCC4)cc32)cc(OC)c1	5.4	1	-5	-8	5	-27	-2	-4	-2
c1ccc(C2COC(c3cccs3)=N2)cc1 (stereo not given)	0.1	1	-13	4	8	-5	0	-8	-4
CCN(C(=O)CSc1nnc(-c2ccccc2F)n1N)c1c(N)n(Cc2ccccc2)c(=O)[nH]c1=O	0.5	0	-13	.	3	.	-1	2	0
CNc1nc(NCCOC23CC4CC(CC(C4)C2)C3)nc(OCC(F)(F)F)n1	1.2	-1	0	-3	8	-2	-5	-1	-9
COc1ccccc1C(C)NC(=O)Cc1ccsc1 (stereo not given)	0.4	1	-7	-7	15	-13	-3	8	-4
O=C1N[C@@H](Cc2c[nH]c3ccccc23)COC(=O)[C@H](Cc2ccc(F)cc2)C/C=C\C[C@H]1CC(=O)N(CCO)Cc1ccccc1	1.7	11	-4	-8	2	-14	-2	9	1
Cc1cccc(C(=O)NC(C(=O)Nc2ccc(S(=O)(=O)Nc3nccs3)cc2)C(C)C)c1 (stereo not given)	-0.2	-1	-3	.	5	.	-7	6	-5
Cc1ccc(N(C(=O)CCC(=O)Nc2cc(C)on2)C(C(=O)NC2CCCC2)c2ccccc2)cc1 (stereo not given)	-0.3	1	6	-1	8	-26	-6	2	-8
CCOC(=O)C1CCN(c2ncnc3c2oc2ccccc23)CC1	11	8	4	-12	-5	-9	-3	6	7
CCOC(=O)c1cc2cc3ccccc3cc2oc1=O	4.4	2	7	-14	-3	-11	2	1	4

Source: PubChem BioAssay (The Scripps Research Institute Molecular Screening Center)
